# Bioassay records as filed in PubChem.
# T cruzi HTS – blocks T. cruzi growth inside host cells; intracellular Trypanosoma cruzi in host cells, plate reader; activity score (inhibition), % at 5.01 µM; actives 4.9% (n = 22,000); AID 651903; in the data active = activity score above about 55%;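 note: parasites and compound incubated about four days before reading; 0% = median of neutral control wells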
# INS-1E ATP HTS – rescue of cytokine-induced death in INS-1E beta cells; INS-1E cytokine-induced death, ATP luminescence, 48 h; normalised: neutral wells 0, positive control 100; protection from cytokine-induced ATP loss, % at 10 µM; actives 0.1% (n = 20,000); AID 488910;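 active = mean replicate protection from cytokine-induced ATP loss at least 50% and at least 75% of replicates each reaching 50%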
#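 assay system = INS-1E rat insulinoma cells | amount = 8000 cells per well | medium = phenol-red-free RPMI with 5% fetal bovine serum | doses = one compound concentration, pin transfer | timing = 48 h cytokine plus compound treatment, 10 min reagent incubation | also added = IL-1β, TNF-α and IFN-γ cytokine mix | signal = CellTiter-Glo luminescence measuring cellular ATP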
# * marks the source's active call; other numbers are inactive results; / = not tested or not shown. Random draw from the library. Share with any hit: about 5.1%.
SMILES,T cruzi HTS,INS-1E ATP HTS
C[C@H](CO)N1C[C@H](C)[C@H](CN(C)S(=O)(=O)c2ccc(Cl)cc2)Oc2ccc(NC(=O)CCCCCC(=O)Nc3ccccc3N)cc2C1=O,-7,-9
C[C@H](CO)N1C[C@H](C)[C@H](CN(C)S(=O)(=O)c2cccs2)Oc2c(NC(=O)Nc3ccc(C(F)(F)F)cc3)cccc2C1=O,84*,-102
Cc1noc(C)c1S(=O)(=O)Nc1cccc2c1O[C@@H](CN(C)Cc1ccc(Oc3ccccc3)cc1)[C@@H](C)CN([C@H](C)CO)C2=O,24,-18
Cc1noc(C)c1NC(=O)Nc1ccc2c(c1)C(=O)N([C@H](C)CO)C[C@H](C)[C@H](CN(C)S(C)(=O)=O)O2,-25,9
C[C@H]1CN([C@@H](C)CO)C(=O)Cc2cc(NC(=O)Nc3cccc4ccccc34)ccc2O[C@@H]1CN(C)Cc1ccccc1,58*,-16
Cc1ccc(S(=O)(=O)N(C)C[C@H]2Oc3ccc(NC(=O)NC(C)C)cc3CC(=O)N([C@H](C)CO)C[C@H]2C)cc1,-2,-2
Cc1noc(C)c1NC(=O)N(C)C[C@@H]1Oc2c(NC(=O)Nc3ccc(C(F)(F)F)cc3)cccc2C(=O)N([C@@H](C)CO)C[C@@H]1C,-14,3
C[C@H]1CN([C@@H](C)CO)C(=O)Cc2cc(NC(=O)Nc3ccccc3)ccc2O[C@@H]1CN(C)Cc1ccncc1,-20,4
C[C@H](CO)N1C[C@H](C)[C@H](CN(C)Cc2ccc(C(=O)Nc3ccccc3N)cc2)Oc2ccc(NS(=O)(=O)c3cccs3)cc2C1=O,65*,11
COc1ccc(CN(C)C[C@@H]2Oc3c(NC(=O)Nc4ccc5c(c4)OCO5)cccc3C(=O)N([C@H](C)CO)C[C@@H]2C)cc1,-9,-1
C[C@H]1CN([C@@H](C)CO)C(=O)Cc2cc(N(C)C)ccc2O[C@@H]1CN(C)Cc1ccc2c(c1)OCO2,64*,-5
Cc1ccc(S(=O)(=O)Nc2cccc3c2O[C@@H](CN(C)S(=O)(=O)c2ccc(C)cc2)[C@@H](C)CN([C@H](C)CO)C3=O)cc1,19,0
C[C@@H]1CN([C@H](C)CO)C(=O)CCCn2nncc2CO[C@@H]1CN(C)Cc1ccc2c(c1)OCCO2,-6,/
COc1ccc(NC(=O)Nc2cccc3c2O[C@H](CN(C)C)[C@H](C)CN([C@H](C)CO)C3=O)cc1,-36,2
C[C@H]1CN([C@@H](C)CO)C(=O)Cc2cc(NC(=O)CCN3CCOCC3)ccc2O[C@H]1CN(C)S(C)(=O)=O,-11,-5
C[C@@H]1CN([C@@H](C)CO)C(=O)CCCn2cc(nn2)CO[C@H]1CN(C)Cc1cccc(C(=O)O)c1,-19,0
Cc1noc(C)c1NC(=O)N(C)C[C@H]1Oc2c(NC(=O)Nc3ccc4c(c3)OCO4)cccc2C(=O)N([C@H](C)CO)C[C@H]1C,6,2
Cc1ccc(S(=O)(=O)N(C)C[C@@H]2Oc3ccc(NS(=O)(=O)c4c(C)noc4C)cc3CC(=O)N([C@H](C)CO)C[C@H]2C)cc1,5,-1
C[C@H]1CN([C@@H](C)CO)C(=O)CCCn2cc(nn2)CO[C@H]1CN(C)Cc1cccc(O)c1,-9,/
COc1ccc(NC(=O)Nc2ccc3c(c2)CC(=O)N([C@H](C)CO)C[C@@H](C)[C@@H](CN(C)S(=O)(=O)c2c(C)noc2C)O3)cc1,23,-20
C[C@@H]1CN([C@@H](C)CO)C(=O)Cc2cc(NC(=O)Nc3ccc(C(F)(F)F)cc3)ccc2O[C@@H]1CN(C)C(=O)Nc1ccc(F)cc1,0,-19
C[C@@H]1CN([C@@H](C)CO)C(=O)CCCn2nncc2CO[C@@H]1CN(C)Cc1ccc(Oc2ccccc2)cc1,-6,/
C[C@@H]1CN([C@H](C)CO)C(=O)CCCn2nncc2CO[C@@H]1CN(C)C(=O)Nc1cccc(C(F)(F)F)c1,-10,/
C[C@H]1CN([C@@H](C)CO)C(=O)c2cc(NC(=O)NC3CCCCC3)ccc2O[C@@H]1CN(C)C(=O)Nc1ccc(C(F)(F)F)cc1,-11,-9
C[C@@H]1CN([C@H](C)CO)C(=O)Cc2cc(NC(=O)Nc3ccccc3)ccc2O[C@@H]1CN(C)Cc1ccc(C(F)(F)F)cc1,14,-4
Cc1noc(C)c1S(=O)(=O)Nc1ccc2c(c1)C(=O)N([C@@H](C)CO)C[C@@H](C)[C@@H](CN(C)Cc1ccc3c(c1)OCO3)O2,6,-4
C[C@@H]1CCCCO[C@@H](CN(C)Cc2ccc(C(=O)O)cc2)[C@@H](C)CN([C@H](C)CO)C(=O)c2cc(NC(=O)CCC(F)(F)F)ccc2O1,-18,7
C[C@@H]1CCCCO[C@H](CN(C)S(=O)(=O)c2ccc(F)cc2)[C@@H](C)CN([C@H](C)CO)C(=O)c2cc(NS(=O)(=O)c3ccccc3)ccc2O1,12,-1
C[C@H](CO)N1C[C@H](C)[C@H](CN(C)Cc2ccc(Oc3ccccc3)cc2)Oc2c(NC(=O)Nc3ccc(C(F)(F)F)cc3)cccc2C1=O,62*,-111
C[C@@H]1CCCCO[C@@H](CN(C)C(=O)Nc2ccc3c(c2)OCO3)[C@@H](C)CN([C@H](C)CO)C(=O)c2cc(NS(=O)(=O)c3ccccc3)ccc2O1,-9,0
C[C@@H]1CCCCO[C@@H](CN(C)S(=O)(=O)c2cccs2)[C@@H](C)CN([C@H](C)CO)C(=O)c2cc(NS(=O)(=O)c3ccc(Cl)cc3)ccc2O1,36,-8
Cc1ccc(S(=O)(=O)N(C)C[C@H]2OCc3cn(nn3)CCCC(=O)N([C@@H](C)CO)C[C@@H]2C)cc1,-20,/
C[C@@H]1CN([C@H](C)CO)C(=O)c2cccc(NS(C)(=O)=O)c2O[C@@H]1CN(C)CC1CCCCC1,-1,4
C[C@@H]1CN([C@H](C)CO)C(=O)CCCn2nncc2CO[C@@H]1CN(C)C(=O)Nc1ccc(-c2cccs2)cc1,-25,-6
C[C@@H]1CN([C@H](C)CO)C(=O)Cc2cc(NC(=O)CCN3CCOCC3)ccc2O[C@H]1CN(C)Cc1ccc(C(=O)O)cc1,-5,0
Cc1noc(C)c1NC(=O)Nc1ccc2c(c1)CC(=O)N([C@@H](C)CO)C[C@@H](C)[C@@H](CN(C)Cc1ccccc1)O2,10,-1
COc1ccc(NC(=O)N(C)C[C@H]2Oc3ccc(NC(=O)CCCN(C)C)cc3C(=O)N([C@H](C)CO)C[C@@H]2C)cc1,-3,/
C[C@@H]1CN([C@H](C)CO)C(=O)c2cccc(NS(=O)(=O)c3cccs3)c2O[C@@H]1CN(C)S(=O)(=O)c1cn(C)cn1,21,12
C[C@H]1CN([C@@H](C)CO)C(=O)Cc2cc(NS(=O)(=O)c3ccc(F)cc3)ccc2O[C@@H]1CN(C)CC1CCCCC1,39,-9
C[C@H]1CN([C@@H](C)CO)C(=O)Cc2cc(N(C)C)ccc2O[C@@H]1CN(C)S(=O)(=O)c1ccccc1,-1,9
C[C@@H]1CN([C@@H](C)CO)C(=O)c2cccc(NS(=O)(=O)c3cccs3)c2O[C@@H]1CN(C)Cc1ccc(C(F)(F)F)cc1,8,-3
COc1ccc(NC(=O)N(C)C[C@H]2Oc3c(NC(=O)c4cnccn4)cccc3C(=O)N([C@@H](C)CO)C[C@@H]2C)cc1,-57,2
C[C@H]1CN([C@@H](C)CO)C(=O)Cc2cc(NC(=O)c3ccncc3)ccc2O[C@@H]1CN(C)S(=O)(=O)c1ccccc1,4,7
COc1ccccc1CN(C)C[C@@H]1OCc2cnnn2CCCC(=O)N([C@H](C)CO)C[C@H]1C,-25,/
C[C@@H]1CN([C@H](C)CO)C(=O)CCCn2cc(nn2)CO[C@@H]1CN(C)Cc1ccccc1C(=O)O,-13,/
C[C@H]1CN([C@@H](C)CO)C(=O)Cc2cc(NC(=O)Nc3ccc(F)cc3)ccc2O[C@@H]1CN(C)C(=O)NC1CCCCC1,-21,5
C[C@@H]1CN([C@H](C)CO)C(=O)c2cccc(NS(=O)(=O)c3ccc(Cl)cc3)c2O[C@H]1CN(C)Cc1ccc(Cl)c(Cl)c1,39,5
C[C@H]1CN([C@@H](C)CO)C(=O)c2cc(NS(=O)(=O)c3ccc(Cl)cc3)ccc2O[C@H]1CN(C)CC1CC1,-24,/
C[C@H](CO)N1C[C@H](C)[C@@H](CN(C)Cc2ccc(Oc3ccccc3)cc2)Oc2c(NS(=O)(=O)c3ccc(Cl)cc3)cccc2C1=O,65*,-15
COc1ccc(S(=O)(=O)N(C)C[C@@H]2Oc3c(NS(=O)(=O)c4ccc(Cl)cc4)cccc3C(=O)N([C@H](C)CO)C[C@H]2C)cc1,9,2
Cc1cc(C(=O)Nc2cccc3c2O[C@H](CN(C)Cc2ccccc2)[C@H](C)CN([C@H](C)CO)C3=O)n(C)n1,-13,-3
CC(C)NC(=O)Nc1cccc2c1O[C@H](CN(C)CC1CCCCC1)[C@@H](C)CN([C@H](C)CO)C2=O,51,-15
COc1ccc(S(=O)(=O)N(C)C[C@H]2Oc3ccc(N(C)C)cc3C(=O)N([C@@H](C)CO)C[C@@H]2C)cc1,11,2
C[C@@H]1CN([C@@H](C)CO)C(=O)c2cc(NC(=O)Nc3ccc(F)cc3)ccc2O[C@@H]1CN(C)C(=O)NC1CCCCC1,2,-1
C[C@@H]1CN([C@@H](C)CO)C(=O)c2cc(NC(=O)CCC(F)(F)F)ccc2O[C@H]1CN(C)Cc1ccccc1,-20,4
COc1ccc(NC(=O)Nc2ccc3c(c2)C(=O)N([C@H](C)CO)C[C@@H](C)[C@@H](CN(C)Cc2ccc(C(=O)O)cc2)O3)cc1,-11,13
C[C@@H]1CN([C@H](C)CO)C(=O)c2cccc(NC(=O)C3CCOCC3)c2O[C@H]1CN(C)Cc1ccc(C(F)(F)F)cc1,23,-1
O=C(CCCCC(=O)N/N=C/c1ccc(C(=O)O)cc1)NO,-12,9
Cc1noc(C)c1NC(=O)Nc1ccc2c(c1)CC(=O)N([C@H](C)CO)C[C@@H](C)[C@@H](CN(C)C(=O)Nc1ccccc1)O2,-19,3
C[C@H]1CN([C@@H](C)CO)C(=O)c2cc(NC(=O)Cc3ccccc3)ccc2O[C@H]1CN(C)Cc1ccc(C(F)(F)F)cc1,14,-6

# Ordered by molar mass (high to low): part of the list above
SMILES,T cruzi HTS,INS-1E ATP HTS
COc1ccc(S(=O)(=O)N(C)C[C@@H]2Oc3c(NS(=O)(=O)c4ccc(Cl)cc4)cccc3C(=O)N([C@H](C)CO)C[C@H]2C)cc1,9,2
COc1ccc(NC(=O)Nc2ccc3c(c2)C(=O)N([C@H](C)CO)C[C@@H](C)[C@@H](CN(C)Cc2ccc(C(=O)O)cc2)O3)cc1,-11,13
C[C@H]1CN([C@@H](C)CO)C(=O)c2cc(NC(=O)Cc3ccccc3)ccc2O[C@H]1CN(C)Cc1ccc(C(F)(F)F)cc1,14,-6
Cc1noc(C)c1NC(=O)Nc1ccc2c(c1)CC(=O)N([C@H](C)CO)C[C@@H](C)[C@@H](CN(C)C(=O)Nc1ccccc1)O2,-19,3
C[C@@H]1CN([C@H](C)CO)C(=O)c2cccc(NC(=O)C3CCOCC3)c2O[C@H]1CN(C)Cc1ccc(C(F)(F)F)cc1,23,-1
C[C@@H]1CN([C@@H](C)CO)C(=O)c2cc(NC(=O)Nc3ccc(F)cc3)ccc2O[C@@H]1CN(C)C(=O)NC1CCCCC1,2,-1
Cc1cc(C(=O)Nc2cccc3c2O[C@H](CN(C)Cc2ccccc2)[C@H](C)CN([C@H](C)CO)C3=O)n(C)n1,-13,-3
COc1ccc(S(=O)(=O)N(C)C[C@H]2Oc3ccc(N(C)C)cc3C(=O)N([C@@H](C)CO)C[C@@H]2C)cc1,11,2
CC(C)NC(=O)Nc1cccc2c1O[C@H](CN(C)CC1CCCCC1)[C@@H](C)CN([C@H](C)CO)C2=O,51,-15

# Other entries:
SMILES,T cruzi HTS,INS-1E ATP HTS
COc1ccc(NC(=O)Nc2cccc3c2O[C@H](CN(C)Cc2ccccc2)[C@H](C)CN([C@@H](C)CO)C3=O)cc1,-2,-18
C[C@@H]1CN([C@H](C)CO)C(=O)Cc2cc(NS(C)(=O)=O)ccc2O[C@H]1CN(C)S(=O)(=O)c1ccc(Cl)cc1,-9,10
C[C@@H]1CN([C@H](C)CO)C(=O)c2cccc(NC(=O)Nc3ccc4c(c3)OCO4)c2O[C@H]1CN(C)Cc1ccc(C(F)(F)F)cc1,9,-7
C[C@H]1CN([C@@H](C)CO)C(=O)c2cccc(NS(=O)(=O)c3ccc(Cl)cc3)c2O[C@@H]1CN(C)Cc1ccc(C(=O)O)cc1,0,7
C[C@@H]1CCCCO[C@@H](CN(C)C(=O)CCC(F)(F)F)[C@@H](C)CN([C@H](C)CO)C(=O)c2cc(NC(=O)Cc3ccccc3)ccc2O1,-1,10
C[C@H]1CN([C@@H](C)CO)C(=O)c2cccc(NS(=O)(=O)c3cccs3)c2O[C@H]1CN(C)C,-18,7
CC(C)NC(=O)N(C)C[C@@H]1OCCCC[C@@H](C)Oc2ccc(NC(=O)Cc3ccccc3)cc2C(=O)N([C@H](C)CO)C[C@@H]1C,-12,-6
Cc1ccc(S(=O)(=O)N(C)C[C@@H]2Oc3c(NC(=O)c4cnccn4)cccc3C(=O)N([C@@H](C)CO)C[C@@H]2C)cc1,3,4
CC(C)NC(=O)N(C)C[C@H]1Oc2ccc(NS(=O)(=O)c3ccccc3)cc2CC(=O)N([C@H](C)CO)C[C@H]1C,-5,11
Cc1noc(C)c1S(=O)(=O)Nc1cccc2c1O[C@@H](CN(C)C(=O)NC(C)C)[C@@H](C)CN([C@@H](C)CO)C2=O,-12,6
Cc1ccc(S(=O)(=O)N(C)C[C@@H]2Oc3ccc(NC(=O)Nc4ccccc4)cc3CC(=O)N([C@H](C)CO)C[C@H]2C)cc1,-11,6
